Assay outcomes (PubChem)
aSyn yeast rescue – qHTS of alpha-syn Inhibitors: NCGC Sytravon Library Screen; hit rate 0.02% among 94,000; AID 1347070, 2019; Potency, µM (doses to about 46.1 µM), inactives show at the top dose growth rescue (activation), hits mostly activators; S. cerevisiae alpha-synuclein toxicity rescue, BacTiter-Glo growth, 24 h; active = well fitted activation curve with a large enough effect; inconclusive = small, poorly fitted or top-dose-only effect; also: 0% is about no effect
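Growth restoration measured by BacTiter-Glo luminescence after 24 hr at 30 deg C; alpha-synuclein yeast, raffinose-pregrown to mid-log, were added at OD600=0.02 in galactose medium onto pinned compounds.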
The depositor's hits bear a star; ? = inconclusive; & = joins results of further samples; [ ] = remark or other dose. Potency is read from the fitted curve at half-maximal effect. Not all compounds are listed. The share of hits here may be higher or lower than overall.

Structure	aSyn yeast rescue
COc1cc(C2C(C(=O)Nc3ccc(C)cc3C)=C(C)Nc3nc(SCc4ccccc4)nn32)cc(OC)c1OC (stereo not given)	-2%
Cc1cccc(N2CC(c3nc4ccc(C)cc4[nH]3)CC2=O)c1 (stereo not given)	4%
Cc1ccc(NS(=O)(=O)c2ccc3c(c2)NC(=O)C(C)C(=O)N3)c(Br)c1 (stereo not given)	6%
O=C(NCc1cccs1)C1CCN(C(=O)N2CCOc3ccc(Cl)cc32)CC1	9%
Cc1cc(C)c2nc(N(Cc3cccnc3)C(=O)CCOc3ccccc3)sc2c1	2%
O=C(c1cccc(C(F)(F)F)c1)C1CCCN(C(=O)CCc2cnccn2)C1 (stereo not given)	-9%
O=C(CSc1cn(CCNC(=O)c2c(F)cccc2F)c2ccccc12)Nc1ccc(F)cc1	-4%
CC1(C)CC2CC(C)(CN2S(=O)(=O)c2cccc(C(=O)OCC(N)=O)c2)C1 (stereo not given)	-5%
CCOC(=O)[C@@H]1C(c2c(OC)cc(OC)cc2OC)=NO[C@@H]1C(=O)OCC	-6%
Cc1ccc(-n2cc(C(=O)OCc3ccc(F)c(F)c3)c3ccccc3c2=O)cc1	7%
Cc1ccc(S(=O)(=O)n2nc(C)c(S(=O)(=O)N3CCCCCC3)c2C)cc1	5%
Cn1c(N)c(C(=O)COC(=O)CCCc2nc3ccccc3s2)c(=O)n(C)c1=O	-3%
CSc1ccc(CCNC(=O)c2ccc(-c3nc(COc4ccccc4)c(C)o3)cc2)cc1	0%
COc1cccc(/C=N/NC(=O)C(C)n2nnc3ccccc32)c1 (stereo not given)	6%
CCN(CC)S(=O)(=O)c1ccc2nc(NC(=O)c3cncc(Br)c3)sc2c1	-1%
O=C(O)CN1C(=O)NC2(CCc3ccccc32)C1=O (stereo not given)	1%
CCN(CC)S(=O)(=O)c1ccc(S(=O)(=O)N2CCCC2)cc1	-5%
Cc1ccc(NC(=O)CSc2nnc(COc3ccc(Cl)cc3)o2)cc1	-5%
Cc1ccc(-c2c(CN3CCN(c4cc(Cl)ccc4C)CC3)csc2C)cc1	-22%
CCOC(=O)c1cccc(NC(=O)c2cn(-c3cccc(OC)c3)c(=O)c3ccccc23)c1	6%
CCN(CC)C(=O)C1=C(C)N(Cc2ccc(F)cc2)C(=O)C(CC(=O)NCCc2ccccn2)C1 (stereo not given)	0%
Cc1cccc(-n2ncc(C(=O)N3CCN(C(=O)c4ccco4)CC3)c2C2CCN(C(=O)OC(C)(C)C)CC2)c1	-1%
O=C(Nc1cc(F)ccc1F)N1CCC(CN2CCOCC2)CC1	-14%
COC(=O)c1ccc(NC(=O)CC2C(=O)N(c3cccc(OC)c3)C(=O)N2C(C)C)cc1 (stereo not given)	-3%
CC(=O)c1c(C)[nH]c(C(=O)NCCc2c[nH]c3ccccc23)c1C	-2%
CCCN(c1ccc(C(C)C)cc1)S(=O)(=O)c1ccc2c(c1)n(C)c(=O)c(=O)n2C	0%
CN(Cc1ccccc1)C(=S)NC(=O)c1ccc(-c2ccccc2)cc1	1%
CC(=O)OCC1OC(n2ncc(=O)n(Cc3ccccc3)c2=O)C(OC(C)=O)C1OC(C)=O (stereo not given)	6%
CCOC(=O)c1cc(S(=O)(=O)N2CCN(c3ccc(C)cc3C)CC2)[nH]n1	15%
O=C(COc1ccc(Cl)cc1Cl)Nc1ccc(-c2ccc(N3CCOCC3)nn2)cc1	3%
O=S(=O)(Nc1ncccn1)c1ccc(NS(=O)(=O)c2cccc(Cl)c2Cl)cc1	3%
Cc1ccc(C(=O)Nc2cccc(C(=O)N/N=C/c3ccccc3F)c2)cc1	2%
Cc1ccc(S(=O)(=O)N2CCN(C(=O)C(C)Cn3nc(C)c(C)c3C)CC2)cc1C (stereo not given)	4%
Cc1nc2c(-c3ccc(F)cc3)c(C)nn2c(C)c1CCC(=O)Nc1ccc(F)cc1F	-3%
Cc1ccc(Cl)cc1N1CCN(C(=S)NCc2ccco2)CC1	-30%[inhibitor]
C[C@@H]1CN([C@@H](C)CO)C(=O)CCCn2nncc2CO[C@H]1CN(C)C	1%
Cc1ccccc1C(=O)Nc1cccc(C(=O)OCc2cc(=O)n3c4c(sc3n2)CCCC4)c1	-4%
Cn1cnc(S(=O)(=O)N2CCCC(C(=O)NCc3ccccc3Cl)C2)c1 (stereo not given)	3%
CCC/C(=N\NC(=O)C1CC1)c1ccccc1	2%
CC(=O)c1cccc(NS(=O)(=O)c2ccc3c(c2)NC(=O)CC(=O)N3)c1	2%
O=C(CN(Cc1cccs1)C(=O)CCC(=O)Nc1ccccn1)NCc1ccccc1	-11%
CCCCCc1nnc(NC(=O)c2ccc(=O)n(C)n2)s1	7%
O=C(C[n+]1ccccc1)N/N=C/c1ccc(F)cc1	-1%
Cc1cc2ccccn2c1C(=O)c1ccc(C#N)cc1	2%
Cc1ccccc1CNC(=O)Cn1cc2c(n1)-c1c(oc(C(=O)N3CCCC3)c1C)CC2	-10%
Cc1ccc(Cl)cc1N1CCN(C(=O)C2CCN(Cc3nc(-c4ccc(Cl)cc4)oc3C)CC2)CC1	-32%[inhibitor]
Cc1ccc(C(=O)Oc2ccc(-c3nnco3)cc2)o1	13%
COc1ccc(/C=N/n2cnc3c([nH]c4ccc(F)cc43)c2=O)cc1CSc1ccccn1	1%
CCCNC(=O)c1cnn(-c2ccc(C)c(C)c2)c1C1CCN(C(=O)OC(C)(C)C)CC1	0%
N#Cc1ccccc1NC(=O)C1CCCO1 (stereo not given)	-6%
COc1cc(OC)cc(C(=O)N2CCN(C(=O)COc3ccc(C)cc3)CC2)c1	8%
CC(OC(=O)CCCN=C1NS(=O)(=O)c2ccccc21)C(=O)Nc1ccc(F)cc1Cl (stereo not given)	2%
COc1ccc(CNC(=O)CCn2cccn2)cc1	0%
Cc1ccc(S(=O)(=O)c2cc3c(=O)n4cccc(C)c4nc3n(CC3CCCO3)c2=N)cc1C (stereo not given)	8%
CC1CCc2c(cc(-c3ccccc3)n2-c2ccc(C(=O)NC(C)C)cc2)C1 (stereo not given)	-13%
C=CCOc1ccc(CN(C)CC(O)COc2cccc3ccccc23)cc1 (stereo not given)	-12%
COc1ccc(CNC(=O)C2CCC(=O)N(C3CCCCCC3)C2)c(OC)c1 (stereo not given)	11%
CCOc1ccc(-n2c(SCC(=O)NCC3CCCO3)nc3c([nH]c4ccccc43)c2=O)cc1 (stereo not given)	-1%
O=C(NCCc1ccccc1)c1ccc2c(c1)CCN2S(=O)(=O)c1ccc(Cl)cc1	-23%
Cc1ccc(C)c(Nc2nn3c(=O)c4ccc(C(=O)N(C)Cc5ccccc5)cc4nc3s2)c1	4%

(next part)
Structure	aSyn yeast rescue
COc1ccccc1Cc1nc2ccccc2nc1SCC(=O)NCc1ccccc1Cl	16%
CC(C)(C)c1ccc(/C=N/OCC(=O)NCc2ccccc2)cc1	-5%
Cc1cc(-c2nc3ncccc3o2)ccc1NC(=O)c1ccc(Cl)cc1	-10%
COc1ccc(/C=C/C(=O)Nc2nc3n(n2)C(c2ccc(F)cc2)C=C(c2ccccc2)N3)cc1 (stereo not given)	6%
Cc1ccc(NC(=O)C(C)N2C(=O)c3ccccc3S2(=O)=O)cc1Cl (stereo not given)	-1%
O=C(NNC(=O)C1CCC1)c1ccc(Br)cc1	1%
Cc1ccccc1-c1nnn(Cc2ccc(-c3nn[nH]n3)cc2)n1	-11%
CC(=O)c1ccc(N2CCN(c3ncnc4c3cnn4-c3cc(Cl)ccc3C)CC2)cc1	-1%
Cc1ccc(NC(=O)CSc2nccn(-c3ccc4c(c3)OCCO4)c2=O)cc1	5%
O=C(Oc1ccc(Br)cc1C(=S)N1CCOCC1)c1ccccc1	-8%
CC(=O)NS(=O)(=O)c1ccc(N=NN2CCCCCC2)cc1	-5%
Cc1ccc(-n2ncc(C(=O)N3CCCCC3)c2C2CCN(C(=O)OC(C)(C)C)CC2)c(C)c1	-3%
COc1ccc2c(c1)c(CC(=O)Nc1ccc(C(C)=O)cc1)c(C)n2C(=O)c1ccc(Cl)cc1	1%
Cc1ccc(NC(=O)Cn2nnc(C(=O)NCCc3ccccc3)c2N)cc1	0%
CCN(CC(=O)Nc1c(F)cccc1F)C(=O)CNC(=O)C1CCCCC1	-2%
CN(c1ccc(OCC(=O)NCCc2ccccc2)cc1)S(=O)(=O)c1ccc(Cl)cc1	6%
COc1cc(/C=C(\C#N)c2nc3ccccc3c(=O)[nH]2)cc(OC)c1OC	?
CC(C)c1ccc(C(=O)Nc2ccc(CN3CCOCC3)cc2)cc1	-3%
CN(C)c1ccc(CN(Cc2ccco2)C(=O)c2ccc(C(C)(C)C)cc2)cc1	-24%
CCOc1cccc2cc(-c3cn4c(n3)sc3ccccc34)c(=O)oc12	-9%
CCc1cccc(NC(=O)COC(=O)CSc2ccc(C)cc2)c1	-3%
CCOc1ccc(NC(=O)Nc2ccc3snnc3c2)cc1	2%
COc1cc(Cl)c(C)cc1NC(=O)CCc1c(C)nc2cc(-c3cccc(F)c3)nn2c1C	0%
O=C(Cn1c(=O)nc(-c2ccccc2)c2ccccc21)NCCc1ccc(Cl)cc1	-7%
O=C(NCCc1ccccc1F)C1CC(=O)N(c2ccc3c(c2)OCCO3)C1 (stereo not given)	10%
COc1cc([N+](=O)[O-])ccc1-c1ccc(/C=N/NC(=O)OC(C)(C)C)o1	-5%
CCOC(=O)c1cccc(NC(=O)c2ccc3snnc3c2)c1	-4%
Cc1ccc(-n2ncc3c(N4CCN(C)CC4)ncnc32)cc1Cl	-1%
O=C(Nc1ccccc1)C(=O)c1cn(CC(=O)N2CCCCC2)c2ccccc12	-7%
Cc1ccc(N/C(N)=N/c2nc(C)cc(N3CCCCC3)n2)c(C)c1	2%

Single values from the list.
Under aSyn yeast rescue, Cc1ccc(NC(=O)Cn2nnc(C(=O)NCCc3ccccc3)c2N)cc1 is listed with 0%
Under aSyn yeast rescue, Cc1ccc(NC(=O)CSc2nccn(-c3ccc4c(c3)OCCO4)c2=O)cc1 is listed with 5%
Under aSyn yeast rescue, CN(c1ccc(OCC(=O)NCCc2ccccc2)cc1)S(=O)(=O)c1ccc(Cl)cc1 is listed with 6%
Under aSyn yeast rescue, Cc1ccc(-n2ncc(C(=O)N3CCCCC3)c2C2CCN(C(=O)OC(C)(C)C)CC2)c(C)c1 is listed with -3%
Under aSyn yeast rescue, COc1cc([N+](=O)[O-])ccc1-c1ccc(/C=N/NC(=O)OC(C)(C)C)o1 is listed with -5%
Under aSyn yeast rescue, CCOc1cccc2cc(-c3cn4c(n3)sc3ccccc34)c(=O)oc12 is listed with -9%
Under aSyn yeast rescue, Cc1ccc(N/C(N)=N/c2nc(C)cc(N3CCCCC3)n2)c(C)c1 is listed with 2%

Next structures
SMILES,aSyn yeast rescue
COc1ccc(C(=O)COC(=O)CNC(=O)c2cccs2)cc1Br,14%
Cc1cccc2cc(CNCC3CCCO3)c(Cl)nc12 (stereo not given),-2%
Cc1ccccc1NCCC(=O)Nc1ccc(F)cc1,-2%
Clc1cccc(N2CCN(Cc3nc(-c4ccccc4)no3)CC2)c1,3%
Cc1ccc(-n2nc(CO)c(C(=O)NCC(c3ccccc3)c3ccccc3)n2)cc1,2%
COc1cccc(NC(=O)CSc2nnc(NC(=O)C3CCC3)s2)c1,-9%
O=C(Nc1sc2c(c1C(=O)NCC1CCCO1)CCC2)c1cc(=O)c2cc(Cl)ccc2o1 (stereo not given),2%
COc1ccccc1N1CCN(C(=O)c2cc(-c3ccccc3O)on2)CC1,-8%&5%
CC(=O)Oc1ccc(-c2cccc(C(=O)OCC(=O)Nc3ccccc3Oc3ccccc3)c2)cc1,-8%
CNC(=S)N1N=C(c2ccc(C)cc2)CC1c1ccc(OC)c(OC)c1 (stereo not given),6%
COc1ccc(/C=C/C(=O)NCc2ccc(F)cc2)cc1S(=O)(=O)N1CCOCC1,7%
CSc1ccc(C2c3[nH]c4ccccc4c3CCN2C(=O)CCC2CCCC2)cc1 (stereo not given),5%
CCOC(=O)c1ccc(NC(=O)Cn2cc(C(=O)C3CC3)c3ccccc32)cc1,-2%
Cc1ccc(C(=O)N2C(=O)c3cccc(N)c3C2=O)o1,-5%
O=C(Nc1ccccc1Cl)C(Cl)C(=O)c1ccccc1 (stereo not given),-16%
Cc1ccc(C(=O)NC(=S)N2CCN(C(=O)OC(C)(C)C)CC2)cc1Br,-5%
Cc1ccc(C)c(S(=O)(=O)c2nnn3c2nc(NC2CCCCC2)c2sccc23)c1,3%
CCOC(=O)CSc1nnc(-c2ccc(S(=O)(=O)NCc3cccs3)cc2)o1,-2%
CCOC(=O)c1c(C)[nH]c(C)c1S(=O)(=O)N(C)CC(=O)Nc1cc(Cl)ccc1C,1%
CCOC(=O)N1CCN(C(=O)c2ccccc2NC(=O)COc2ccccc2C)CC1,1%
Cc1ccc(NC(=O)CCCn2nc(C)c3sc4ccccc4c3c2=O)c(Cl)c1,3%
CCOC(=O)N1CCN(C(=O)Cn2ccc3c(OC)cccc3c2=O)CC1,-5%

Ordered by molecular weight (highest first): part of the list above.
SMILES,aSyn yeast rescue
Cc1ccc(C)c(S(=O)(=O)c2nnn3c2nc(NC2CCCCC2)c2sccc23)c1,3%
CCOC(=O)N1CCN(C(=O)c2ccccc2NC(=O)COc2ccccc2C)CC1,1%
CSc1ccc(C2c3[nH]c4ccccc4c3CCN2C(=O)CCC2CCCC2)cc1 (stereo not given),5%
CNC(=S)N1N=C(c2ccc(C)cc2)CC1c1ccc(OC)c(OC)c1 (stereo not given),6%
Clc1cccc(N2CCN(Cc3nc(-c4ccccc4)no3)CC2)c1,3%
Cc1cccc2cc(CNCC3CCCO3)c(Cl)nc12 (stereo not given),-2%
Cc1ccc(C(=O)N2C(=O)c3cccc(N)c3C2=O)o1,-5%
